APJ antagonist: antagonists of human apelin receptor APJ, primary screen, CHO-K1 cells, beta-arrestin complementation, luminescence | inhibition, % at 20 µM | P35414 | hit rate 0.32% among 330,000 | AID 2521, 2010;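 active = inhibition above about 40% at 20 µM, limit read from the data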;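 note: cells challenged with 10 nM apelin-13 agonist together with compound; plate controls were apelin-13 plus DMSO wells for no effect and DMSO wells lacking apelin-13 for full effect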
Target sequence (P35414 whole entry, looked up): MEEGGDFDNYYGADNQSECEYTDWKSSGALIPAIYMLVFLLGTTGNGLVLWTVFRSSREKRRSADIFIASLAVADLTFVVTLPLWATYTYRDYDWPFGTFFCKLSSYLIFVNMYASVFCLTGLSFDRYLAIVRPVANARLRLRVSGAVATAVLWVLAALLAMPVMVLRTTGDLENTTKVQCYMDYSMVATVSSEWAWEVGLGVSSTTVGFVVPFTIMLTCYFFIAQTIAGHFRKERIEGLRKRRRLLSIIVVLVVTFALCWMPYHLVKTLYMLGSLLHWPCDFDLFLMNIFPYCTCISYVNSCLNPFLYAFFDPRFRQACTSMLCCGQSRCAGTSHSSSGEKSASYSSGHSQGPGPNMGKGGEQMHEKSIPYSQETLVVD
Gli-Sufu block: Gli-Sufu pathway antagonists, primary screen, luciferase luminescence, Sufu-KO-LIGHT cells, uHTS. Sufu-KO-LIGHT fibroblasts, Gli luciferase reporter luminescence. inhibition, % at 5 µM. hit rate 0.74% among 340,000. AID 588413, 2011;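 active = inhibition above about 55%, limit read from the data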;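 note: 0% = DMSO-treated cells and 100% = wells with medium but no cells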
CCR6 antag: CCR6 receptor antagonists, primary screen, cell-based, CHO-K1, luminescence, beta-arrestin, uHTS | CHO-K1 CCR6 PathHunter beta-arrestin, CCL20-stimulated | AID 493098, 2011 | C-C chemokine receptor type 6 (Homo sapiens), P51684 | inhibition, % at 20 µM | hit rate 0.49% among 340,000;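 active = compounds whose inhibition of the agonist-driven luminescence signal at 20 µM reaches about 50%, limit read from the data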;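 note: cells stimulated with CCL20 at 14 nM final; plate controls were DMSO with CCL20 for no effect and DMSO without agonist for full effect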
APJ agonist: agonists of human apelin receptor APJ, primary screen, CHO-K1 cells, PathHunter beta-arrestin, luminescence. 0% DMSO wells, 100% apelin. activation, % at 20 µM. hit rate 0.11% among 330,000;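 active = activation more than six SD over the plate average, tested at 20 µM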;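 note: 0% = DMSO alone and 100% = apelin-13 at 10 nM; some results filed as inactive read as strong as hits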
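Test system – PathHunter CHO-K1 APJ (AGTRL-1) beta-arrestin reporter cells · Input – 1000 cells/well · Compound – single test compound dose, 20 µM final, 1% DMSO · Times – compound stimulation 90 min at 25 °C, detection 60 min · Technique – beta-gal luminescence · Read-out basis – APJ–arrestin association signal · Control set – negative DMSO alone, positive Apelin-13 at 10 nM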
ATG4B inhibitor: ATG4B protease inhibitors, primary screen, biochemical, fluorescence, uHTS. Cysteine protease ATG4B (Homo sapiens), Q9Y4P1. ATG4B cleavage of LC3-PLA2, NBD-HPC fluorescence, 1 h. inhibition, % at 8.33 µM. hit rate 0.51% among 340,000; in the data active = inhibition above about 40%
Target sequence (Q9Y4P1 whole entry, looked up): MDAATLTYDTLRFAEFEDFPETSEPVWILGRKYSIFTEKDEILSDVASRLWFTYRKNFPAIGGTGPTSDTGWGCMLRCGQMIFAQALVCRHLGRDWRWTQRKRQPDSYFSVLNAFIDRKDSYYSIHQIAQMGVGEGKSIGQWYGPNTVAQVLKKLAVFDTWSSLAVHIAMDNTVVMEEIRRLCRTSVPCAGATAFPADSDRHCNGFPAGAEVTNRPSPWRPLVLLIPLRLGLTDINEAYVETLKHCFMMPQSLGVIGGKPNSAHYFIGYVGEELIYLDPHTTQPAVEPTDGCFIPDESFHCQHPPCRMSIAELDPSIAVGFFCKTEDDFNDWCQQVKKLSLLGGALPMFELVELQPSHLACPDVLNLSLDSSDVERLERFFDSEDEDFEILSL
CXCR6 inh: CXCR6 receptor inhibitors, primary screen, cell-based, beta-arrestin, luminescence, CHO-K1 PathHunter, 1536-well; C-X-C chemokine receptor type 6 (Homo sapiens), O00574; AID 602244, 2012; inhibition, % at 20 µM; hit rate 0.36% among 360,000; in the data active = inhibition above about 34%, passing the limit was not always enough;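 note: antagonist mode with CXCL16 agonist at 10 nM final; 0% = 10 nM CXCL16 with DMSO and 100% = unstimulated wells without agonist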
EBI2 block: EBI2 receptor antagonists, beta-arrestin recruitment, primary screen, cell-based, luminescence, 7a,25-OHC stimulation, uHTS. 7a,25-OHC stimulated. inhibition, % at 5 µM. hit rate 0.81% among 360,000; in the data active = inhibition above about 38%;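 note: enzyme fragment complementation signal reports receptor beta-arrestin coupling in cells; 0% = agonist plus DMSO wells and 100% = wells without agonist; some results beyond the cut were filed as inactive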
UBC13 polyUb: UBC13 polyubiquitin chain formation inhibitors, primary screen, biochemical, TR-FRET, uHTS; Ubiquitin-conjugating enzyme E2 N (Homo sapiens), P61088; hit rate 0.47% among 330,000; AID 485273, 2010; inhibition, % at 20 µM; in the data active = inhibition above about 45%, passing the limit was not always enough
Target sequence (P61088 whole entry, looked up): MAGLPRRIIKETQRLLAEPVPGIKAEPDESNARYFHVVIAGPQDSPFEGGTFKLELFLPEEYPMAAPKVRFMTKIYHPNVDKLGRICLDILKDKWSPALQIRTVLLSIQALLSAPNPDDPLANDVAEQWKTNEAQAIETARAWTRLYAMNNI
* marks the source's active call; other numbers are inactive results; / = no result given; & = joins results of further samples.

SMILES | APJ antagonist | Gli-Sufu block | CCR6 antag | APJ agonist | ATG4B inhibitor | CXCR6 inh | EBI2 block | UBC13 polyUb
Cc1cc(OCc2cc(C(=O)N(C)CC3CCOCC3)no2)cc(C)c1Cl | 14 | -9 | 11 | -2 | 4 | 3 | 1 | 3
COc1ccccc1-c1ccc(SCC(=O)NCCc2ccccc2)nn1 | 11 | -17 | 3 | -3 | 0 | 10 | 17 | -11
O=C(OCc1nc2scc(-c3ccccc3)c2c(=O)[nH]1)c1cccc([N+](=O)[O-])c1 | -1 | 4 | 8 | -2 | 13 | -5 | -10 | -11
O=C(CSc1nnc(COc2ccccc2)o1)Nc1ccc(F)cc1 | 3 | 3 | 6 | -1 | -1 | -8 | -1 | -4
CC(=O)C1N=NCC1c1ccccc1 (centres undefined) | / | 1 | 11 | / | -4 | -8 | 10 | /
O=C(Nc1cc(Cl)ccc1-n1cncn1)c1cncc(Br)c1 | 18 | 24 | 2 | -2 | 8 | 2 | -7 | 0
Cc1cccc(CC(=O)N2CCCC2)c1 | 12 | -6 | 14 | -2 | -7 | 6 | -6 | 0
CCOc1ccc(-n2cnc3sc4c(c3c2=O)CCCC4)cc1 | 3 | -8 | 13 | -2 | 1 | 4 | 3 | 35
COc1ccc(-c2nc(CSCC(=O)N3CCN(C(=O)c4ccco4)CC3)c(C)o2)cc1OC | -6 | -13 | -11 | -4 | 2 | 1 | -5 | -1
CC(OC(=O)c1ccccc1OCc1ccc(Cl)cc1)C(N)=O (centres undefined) | 3 | -17 | 25 | -2 | 17 | -1 | -2 | 4
O=C1c2cccnc2-c2ncccc21 | 4 | -1 | 13 | -3 | -7 | -5 | -4 | -6
Cc1ccc(OCC(=O)OCC(=O)NC2CCCC2)cc1C | 7 | 4 | 7 | -2 | -2 | -4 | -3 | -3
CCCCc1noc2c1/C(=N\O)CC(c1ccccc1)C2 (centres undefined) | -4 | -34 | 4 | 1 | 17 | 3 | 5 | -3
N=C(N)c1ccccc1 | 7&6 | 8&2 | 10&7 | 1&-5 | 6&-7 | 2&0 | 1&-7 | -3&8
COc1ccc(OC)c(NC(=O)C2CCCN(S(=O)(=O)c3c(C)nn(C)c3C)C2)c1 (centres undefined) | 4 | -9 | -8 | 0 | -6 | 3 | 1 | -2

Entries of single compounds, quoted from the list.
`O=C1c2cccnc2-c2ncccc21` is listed as APJ antagonist: 4; Gli-Sufu block: -1; CCR6 antag: 13; APJ agonist: -3; ATG4B inhibitor: -7; CXCR6 inh: -5; EBI2 block: -4; UBC13 polyUb: -6
`COc1ccc(OC)c(NC(=O)C2CCCN(S(=O)(=O)c3c(C)nn(C)c3C)C2)c1` (centres undefined) is listed as APJ antagonist: 4; Gli-Sufu block: -9; CCR6 antag: -8; APJ agonist: 0; ATG4B inhibitor: -6; CXCR6 inh: 3; EBI2 block: 1; UBC13 polyUb: -2

More results follow:
SMILES | APJ antagonist | Gli-Sufu block | CCR6 antag | APJ agonist | ATG4B inhibitor | CXCR6 inh | EBI2 block | UBC13 polyUb
OCC[C@H]1C[C@H](O)[C@@H](O)[C@]2(CCCc3ccccc3O2)O1 | -9 | -4 | -2 | 5 | 3 | -6 | -4 | -17
CCN(CC)S(=O)(=O)c1ccc(C)c(NC(=O)CSc2ncc(C(F)(F)F)cc2Cl)c1 | -11 | 5 | 13 | -1 | 4 | -3 | 0 | 2
Cc1cc(OCC(=O)OCC(=O)NCCN2C(=O)CSC2=O)ccc1Cl | 3 | 0 | -1 | 1 | -56 | 0 | 5 | 3
COC(=O)CSc1nnc(C)n1-c1cccc(C#N)c1 | 2 | -8 | 7 | 4 | 3 | -11 | 2 | 3
O=C(Nc1cc(C(=O)N2CCCC2)ccc1N1CCCC1)c1ccccc1F | -13 | 4 | -10 | 9 | -1 | 6 | -18 | 3
Cc1cccc(NC(=O)c2cccc(Cn3cc(Br)c([N+](=O)[O-])n3)c2)c1C | -11 | 6 | 18 | -1 | 9 | -6 | -6 | 8
CC(C)c1ccc(NC2CCCN(C(=O)CCc3cn[nH]c3)C2)cc1 (centres undefined) | 6 | -6 | 9 | 1 | 11 | 0 | -1 | 1
Cc1c(Cl)cccc1Nc1nc(N)nc(CSc2nc3ccccc3s2)n1 | -15 | 6 | 16 | -3 | 6 | -6 | -1 | 13
COc1ccc(-n2nnnc2SCC(=O)NCCc2ccccc2)cc1OC | 4 | 10 | -10 | -3 | -1 | 5 | -5 | -4
COc1cc(NC(=O)c2ccccc2Cl)c(OC)cc1NC(=O)CN1CCCCC1 | 8 | 3 | -2 | 0 | 2 | 0 | -9 | 0
Cc1ccccc1SCc1noc(C(=O)NCC2CCCO2)c1C(=O)O (centres undefined) | 4 | 2 | -2 | 8 | -8 | 1 | 6 | -10
COc1ccc(S(=O)(=O)NCc2ccc(C(=O)NCCCN3CCCC(C)C3)cc2)cc1 (centres undefined) | 25 | 5 | 9 | 0 | 1 | 2 | -7 | -3
CC(c1ccccc1)C1C(C#N)=C(N)SC(N)=C1C#N (centres undefined) | 26 | 4 | 36 | -5 | -5 | 12 | -13 | 17
COc1cccc(-n2c(SCC#N)nnc2-c2cnccn2)c1 | 14 | 17 | 1 | 0 | 5 | -3 | -1 | 15
Cn1c(=O)n(C)c2cc(NS(=O)(=O)c3ccc(Br)s3)ccc21 | 9 | 14 | 6 | -2 | -7 | -2 | 6 | -2

Among those listed so far, three contain two or more sulfur atoms:
SMILES | APJ antagonist | Gli-Sufu block | CCR6 antag | APJ agonist | ATG4B inhibitor | CXCR6 inh | EBI2 block | UBC13 polyUb
CCN(CC)S(=O)(=O)c1ccc(C)c(NC(=O)CSc2ncc(C(F)(F)F)cc2Cl)c1 | -11 | 5 | 13 | -1 | 4 | -3 | 0 | 2
Cc1c(Cl)cccc1Nc1nc(N)nc(CSc2nc3ccccc3s2)n1 | -15 | 6 | 16 | -3 | 6 | -6 | -1 | 13
Cn1c(=O)n(C)c2cc(NS(=O)(=O)c3ccc(Br)s3)ccc21 | 9 | 14 | 6 | -2 | -7 | -2 | 6 | -2

Following part.
SMILES | APJ antagonist | Gli-Sufu block | CCR6 antag | APJ agonist | ATG4B inhibitor | CXCR6 inh | EBI2 block | UBC13 polyUb
O=C(CCn1c(=O)oc2ccccc21)Nc1cccc(Br)c1 | 3 | 3 | -9 | 0 | -7 | 0 | 10 | 12
CC(=O)c1cc2c(cc1NC(=O)Cn1nc(-c3ccc(F)cc3)ccc1=O)OCO2 | -11 | 43 | 8 | -2 | 1 | 6 | 5 | -1
O=C1CC(N2CCN(c3ccccc3Cl)CC2)C(=O)N1c1cccc(F)c1 (centres undefined) | -11 | 1 | -15 | -4 | -11 | 3 | -5 | 3
Cc1occc1-c1nnc(SCC(=O)NC2CC2)n1C | -5 | 29 | 3 | 9 | 2 | 4 | -6 | 0
COC(=O)C(C)Sc1nc2c(cnn2-c2ccc(F)cc2)c(=O)[nH]1 (centres undefined) | -4 | 8 | 3 | -3 | -6 | 0 | -8 | 1
O=C1COc2ccc(C(=O)C[n+]3cccc(O)c3)cc2N1 | 25 | 5 | 9 | -5 | -4 | 7 | 2 | -6
CC(=NNC(=S)N1CCCCC1)c1cccc(C)n1 | / | 12 | 23 | / | -4 | 43* | 2 | /
CCN(CC(=O)Nc1ccc2c(c1)OCCO2)C(=O)/C=C/c1ccccc1 | -1 | 1 | 10 | -1 | -10 | -10 | 1 | -5
O=S(=O)(NC1CCCCCCC1)c1ccc(F)cc1 | 7 | 4 | 9 | 0 | 0 | -12 | -6 | 7
CCCNC(=O)c1ccc2c(=O)n(Cc3ccco3)c(=S)[nH]c2c1 | 5 | 8 | 15 | 0 | -3 | 1 | 6 | 9
CCOC(=O)[C@H]1[C@H]2COc3ccc(OC)cc3[C@@H]2N2C(=O)c3ccccc3NC(=O)[C@@]12C | -6 | -2 | 1 | 2 | -1 | -3 | -1 | 4
O=C(COC(=O)C1(c2ccc(Cl)cc2)CCCC1)Nc1ncc(C(F)(F)F)cc1Cl | -7 | 1 | -7 | 0 | 4 | 0 | -4 | -7
Cc1cc2oc(C(=O)Nc3nonc3C)c(C)c2cc1C | -2 | -12 | 21 | -8 | 1 | 10 | -9 | -1
CCOc1ccc(N(CC(=O)NC2CCCC2)S(=O)(=O)c2ccccc2)cc1 | 7 | 24 | 7 | -5 | -1 | 7 | 0 | 3
CCC1=C(C(=O)OC)C(c2cc(OC)ccc2OC)C(C#N)=C(N)O1 (centres undefined) | 17 | -7 | -15 | -2 | 3 | 3 | 0 | 8
Cc1cccn2c(=O)c(C=O)c(N3CCN(c4ccc(F)cc4)CC3)nc12 | 6 | -16 | 7 | -3 | 10 | 10 | -3 | 17
CCCCC1C(=O)N(c2ccccc2)N(c2ccc(O)cc2)C1=O (centres undefined) | 22 | 9 | 57* | -7 | 1 | 43* | 22 | 12
COC(=O)c1ccc(S(=O)(=O)N2C3CCC2CC(NC(=O)C2CC2)C3)cc1 (centres undefined) | 17 | -4 | 2 | -2 | 11 | 3 | 3 | 4
COc1ccc(S(=O)(=O)N(CC(=O)Nc2ccc3c(c2)OCO3)c2ccccc2OC)cc1 | -23 | 10 | 12 | -3 | 10 | 9 | 21 | -3
CCOC(=O)C(NC(=O)c1ccccc1)(OCc1ccccc1)C(F)(F)F (centres undefined) | -2 | 5 | 14 | -3 | -5 | -1 | -2 | 2
COc1ccc2ccccc2c1/C=N/NC(=O)c1cccc([N+](=O)[O-])c1 | -5 | 5 | -2 | -2 | -6 | -6 | 2 | -4
COc1cccc(C(=O)NNS(=O)(=O)c2ccc(F)cc2)c1 | 12 | -5 | -13 | -1 | 2 | -5 | -6 | -12
Cc1ccnc(N2CCC(C(=O)Nc3ccc4c(c3)OCCO4)CC2)n1 | -3 | -3 | 5 | -1 | -7 | -7 | 12 | -3
S=C(Nc1ccc(Cl)cc1Cl)NC1CCCCC1 | 7 | 5 | -11 | 2 | -12 | 0 | -4 | 4
CC(=O)Nc1cccc(-c2cn3ccccc3n2)c1 | -6 | -45 | -6 | -2 | -3 | -11 | -5 | -7
CN1/C(=C/C(=O)C2CC2)C(C)(C)c2ccccc21 | 7 | 25 | 20 | 0 | 6 | 3 | -2 | -9
Cc1cccc(NC(=O)CCCn2cc([N+](=O)[O-])cn2)n1 | -19 | 19 | 0 | -1 | -30 | -9 | 3 | 3
Nn1c(SCC(=O)NC2CCCCC2)nnc1-c1ccccc1 | 13 | -2 | -13 | -1 | -8 | -4 | 7 | -6
CCC(=O)Nc1ccc(C(=O)CSc2nc3ccccc3cc2CC)cc1 | 4 | 7 | 7 | -5 | -5 | 7 | -3 | 5
CNC(=O)COC(=O)COc1ccc2c(C)cc(=O)oc2c1 | 11 | -7 | 2 | -3 | 0 | -2 | -8 | 7
CCCn1c(C)cc(C(=O)COC(=O)CN=C2NS(=O)(=O)c3ccccc32)c1C | -12 | -7 | 6 | 6 | -6 | 3 | 3 | -6

Five of the entries above in order of their number in APJ agonist, smallest number first.
Compound	APJ agonist
Cc1cccn2c(=O)c(C=O)c(N3CCN(c4ccc(F)cc4)CC3)nc12	-3
COc1ccc(S(=O)(=O)NCc2ccc(C(=O)NCCCN3CCCC(C)C3)cc2)cc1 (centres undefined)	0
Cc1cc(OCC(=O)OCC(=O)NCCN2C(=O)CSC2=O)ccc1Cl	1
S=C(Nc1ccc(Cl)cc1Cl)NC1CCCCC1	2
Cc1occc1-c1nnc(SCC(=O)NC2CC2)n1C	9

Screening results: PubChem BioAssay, Sanford-Burnham Center for Chemical Genomics
